From PubChem BioAssay
V-ATPase pH – alters yeast V-ATPase proton transport | S. cerevisiae, pHLuorin cytosolic pH fluorescence | response, % at 10 µM | 0.37% of 350,000 active | AID 504577; in the data active = response mostly above about 7.3%, no sharp cut-off; inactive = mostly below about 5.4%; note: actives read high; inactives centre near 0; some compounds called inactive have numbers as strong as hits; reference of the scale not given here
Cardiac RTF inh – cardiac RTF calcium desensitization | AID 493244 | inhibition, % at 7.15 µM | P19429+P45379 | IANBD-labeled cardiac RTF, Ca2+ fluorescence | 0.12% of 340,000 active;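 active = inhibition above the mean inhibition of all tested compounds plus 3 SD, cut at about 17% in these data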;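 note: assay run at fixed EC70 calcium of 1.6 mM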
LANA DNA inh – inhibitors of KSHV LANA C-terminal domain DNA binding | MBP-C-LANA/FAM-LBS DNA binding, fluorescence polarization | inhibition, % at 9 µM | 0.078% of 340,000 active | AID 504423;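 active = highest replicate inhibition at or above 60% at 9 µM, even if other replicates fall short; inactive = all replicates below 60% inhibition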;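 note: 0% = neutral control wells and 100% = 4 µM acridine orange control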
Arr AP2 block – blocks beta-arrestin peptide binding to AP2 adaptin; 0.31% of 340,000 active; FITC-arrestin peptide / GST-AP2 beads, flow cytometry; AP2 beta2 appendage carries R879A mutation; inhibition, % at 10 µM; AID 504490;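 active = inhibition above a set limit, near 3 SD of compounds lacking own fluorescence, cut at about 54% in these data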;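 note: plate controls were DMSO wells for no effect and 5 µM unlabelled arrestin peptide for full effect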
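System: GST-AP2 R879A glutathione beads. Medium: PBS with 0.05% Tween 20 and 0.1% BSA. Also added: FITC-arrestin peptide, 50 nM. Incubation: 12 min plus 1 h, RT. Measured by: high-throughput flow cytometry of beads, ex 488, em 535 nm. Evaluation: percent drop in bead-associated FITC signal.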
Keap1-Nrf2 PPI – inhibitors of human Keap1-Nrf2 protein-protein interaction. Q14145. Keap1 Kelch-Nrf2 peptide fluorescence polarization, 1536-well. inhibition, % at 9.4 µM. 0.15% of 340,000 active. AID 504523; in the data active = inhibition above about 12%;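 note: human Keap1 Kelch domain with fluorescein labeled Nrf2 9mer peptide probe; 0% = neutral control wells and 100% = peptide positive control; higher means more block of Keap1 binding to Nrf2 peptide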
RTF Ca sens act – cardiac RTF calcium sensitization; P19429+P45379; IANBD-labeled TnC RTF fluorescence at EC20 calcium; 0% EC20 calcium, 100% full calcium; activation, % at 7.2 µM; 0.24% of 340,000 active; AID 493008;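 active = activation above the mean over all tested compounds plus 3 SD, cut at about 30% in these data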;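 note: rise in fluorescence read as greater calcium sensitivity of cardiac thin filaments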
Pemphigus Ab inh – blocks pemphigus antibody binding to human desmoglein-3 | P32926 | DSG3-coupled beads, scFv-anti-DSG3-GFP binding, flow cytometry; hits give low values | binding (percent of control), % at 10 µM | 0.48% of 310,000 active | AID 588358;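 active = binding more than 3 SD below its plate's average and above zero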;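 note: hits lower antibody fragment binding to DSG3; some compounds called inactive have numbers as strong as hits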
Target sequence (P32926 whole entry, looked up, the tested form may be a part): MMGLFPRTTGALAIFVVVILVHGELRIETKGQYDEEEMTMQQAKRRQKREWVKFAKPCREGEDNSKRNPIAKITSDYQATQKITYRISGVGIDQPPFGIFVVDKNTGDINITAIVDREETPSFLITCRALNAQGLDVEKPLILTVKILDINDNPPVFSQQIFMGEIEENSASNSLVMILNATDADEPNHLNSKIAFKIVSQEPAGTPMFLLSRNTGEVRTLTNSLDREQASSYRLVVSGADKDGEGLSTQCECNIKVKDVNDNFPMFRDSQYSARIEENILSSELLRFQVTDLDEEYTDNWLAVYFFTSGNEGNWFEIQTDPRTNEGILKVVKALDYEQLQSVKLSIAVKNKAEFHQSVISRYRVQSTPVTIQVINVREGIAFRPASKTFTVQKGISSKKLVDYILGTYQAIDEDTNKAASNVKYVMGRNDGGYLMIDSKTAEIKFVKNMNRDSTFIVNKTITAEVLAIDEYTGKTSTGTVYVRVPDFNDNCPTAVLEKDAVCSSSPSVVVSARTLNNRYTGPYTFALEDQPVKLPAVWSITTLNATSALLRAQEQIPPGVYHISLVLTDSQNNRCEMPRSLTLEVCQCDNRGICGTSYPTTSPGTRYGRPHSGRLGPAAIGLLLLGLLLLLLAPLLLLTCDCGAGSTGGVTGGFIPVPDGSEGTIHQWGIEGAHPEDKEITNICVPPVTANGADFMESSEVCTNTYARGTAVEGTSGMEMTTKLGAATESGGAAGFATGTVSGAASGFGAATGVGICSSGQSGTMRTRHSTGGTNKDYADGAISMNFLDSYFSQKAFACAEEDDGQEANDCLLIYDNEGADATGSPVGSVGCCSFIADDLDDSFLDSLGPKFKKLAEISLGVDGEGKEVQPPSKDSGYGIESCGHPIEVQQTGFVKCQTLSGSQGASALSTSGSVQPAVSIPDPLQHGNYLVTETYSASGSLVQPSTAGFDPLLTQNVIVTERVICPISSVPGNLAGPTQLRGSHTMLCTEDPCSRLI
Wnt act – Wnt/beta-catenin pathway activation; 1.2% of 300,000 active; Wnt/beta-catenin reporter cell assay, activator, plate reader; activation, % at 9.35 µM; AID 743398; in the data active = activation above about 30%, passing the limit was not always enough;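 note: 0% = neutral control wells and 100% = positive control wells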
OPRM1-OPRD1 ag – agonists of human mu-delta opioid receptor heterodimerization; P35372+P41143; 0.3% of 340,000 active; cells, OPRM1-OPRD1 heterodimerization, luminescence; activation, % at 9.3 µM; in the data active = activation above about 18%;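 note: 0% = vehicle-treated cells and 100% = reference agonist; values of inactives mirror those of a sister screen read the other way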
MOR-DOR inv ag – inverse agonists of human mu-delta opioid receptor heterodimerization; P35372+P41143; cell-based MOR-DOR heterodimer luminescence, inverse agonism; inhibition, % at 9.3 µM; 0.21% of 340,000 active; AID 504357; in the data active = inhibition above about 22%, passing the limit was not always enough;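 note: 0% = cells with DMSO and 100% = wells without cells with DMSO; values of inactives mirror those of a sister screen read the other way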
The depositor's hits bear a star; . = no result given.

SMILES	V-ATPase pH	Cardiac RTF inh	LANA DNA inh	Arr AP2 block	Keap1-Nrf2 PPI	RTF Ca sens act	Pemphigus Ab inh	Wnt act	OPRM1-OPRD1 ag	MOR-DOR inv ag
N#Cc1ccsc1NC(=O)CCN1CCN(C(c2ccccc2)c2ccccc2)CC1	1	0	-1.4	-2	-1	0	123	-4	1.8	-14
O=C1C(=O)N(CCO)C(c2cccc(F)c2)/C1=C(\O)c1ccc(Cl)cc1 (stereo not drawn)	2	-9	-0.2	28	-1	-7	102	.	-2.0	10
O=C(CCN1CCN(S(=O)(=O)c2ccc(Cl)cc2)CC1)Nc1ccc(F)cc1	0	-10	-0.1	-3	0	2	103	-2	-1.0	5
CC(=O)Nc1cccc(NC(=O)COc2nncc3ccccc23)c1	-3	-8	1.4	-7	2	-1	101	.	-3.0	18
Cc1ccsc1C(=O)N1CCN(c2ncccn2)CC1	3	-7	-0.2	-13	-6	0	105	-2	-0.4	1
O=c1cc(CCl)nc(Cc2c(Cl)cccc2Cl)[nH]1	0	-2	1.5	-22	-1	-6	101	-1	-2.5	13
Cc1cc(C)cc(N2CCCn3c2nc2c3c(=O)[nH]c(=O)n2C)c1	-3	-2	-1.4	12	-3	-7	105	.	-0.2	1
CCCCCN(CCCCC)C(=O)C(CCC(=O)O)NC(=O)c1ccc(Cl)c(Cl)c1 (stereo not drawn)	-3	9	-0.7	-3	-1	-3	112	18	-1.8	10
N#Cc1ccccc1OCC(=O)N(Cc1nnc(-c2ccccc2Cl)o1)C1CC1	1	-15	-0.4	-5	-5	3	.	2	-1.7	9
COc1cc2c(c(OC)c1OC)C(c1ccc3c(c1)OCO3)CC(=O)O2 (stereo not drawn)	1	0	1.3	27	5	-5	101	-1	-2.9	15
CCC(=O)Nc1cccc(-c2cn3ccsc3n2)c1	0	-5	1.6	-1	-1	2	86	.	-2.2	11
COc1ccc(/C=C2\CCC/C(=C\c3ccc(OC)c(OC)c3OC)C2=O)c(OC)c1OC	0	-9	-1.2	11	-3	2	91	-2	0.8	-4
O=C(COc1coc(CN2CCN(c3ccccc3)CC2)cc1=O)NC1CCCC1	7	0	0.8	12	-4	1	111	-2	-1.9	10
COc1ccc([N+](=O)[O-])cc1N(CC(=O)N1CCN(Cc2ccccc2)CC1)S(C)(=O)=O	8.8*	-4	0.3	11	1	-5	109	0	-1.4	7
C/C(CC(=O)NC1CCCC1)=N\NC(=O)Cc1csc(N)n1	1	-1	2.7	1	-3	0	103	.	-1.8	9

Single records, as listed above. Order of screens: V-ATPase pH	Cardiac RTF inh	LANA DNA inh	Arr AP2 block	Keap1-Nrf2 PPI	RTF Ca sens act	Pemphigus Ab inh	Wnt act	OPRM1-OPRD1 ag	MOR-DOR inv ag
Shown for N#Cc1ccsc1NC(=O)CCN1CCN(C(c2ccccc2)c2ccccc2)CC1 → 1	0	-1.4	-2	-1	0	123	-4	1.8	-14
Shown for C/C(CC(=O)NC1CCCC1)=N\NC(=O)Cc1csc(N)n1 → 1	-1	2.7	1	-3	0	103	.	-1.8	9
Shown for COc1ccc(/C=C2\CCC/C(=C\c3ccc(OC)c(OC)c3OC)C2=O)c(OC)c1OC → 0	-9	-1.2	11	-3	2	91	-2	0.8	-4

Next section.
SMILES	V-ATPase pH	Cardiac RTF inh	LANA DNA inh	Arr AP2 block	Keap1-Nrf2 PPI	RTF Ca sens act	Pemphigus Ab inh	Wnt act	OPRM1-OPRD1 ag	MOR-DOR inv ag
O=C(N/N=C1\CCCc2oc(C(=O)O)cc21)c1ccccc1	2	-5	0.8	5	-1	0	102	-1	0.0	0
O=C(Nc1ccc(F)cc1F)c1cc(=O)n(-c2ccccc2)c(=O)[nH]1	-1	11	-0.1	1	-4	-5	85	7	-0.3	3
Cc1ccc(Sc2nc([N+](=O)[O-])nn2C)cc1	-2	-8	1.2	6	-4	5	96	1	0.3	-2
COC(=O)C1=C(C)N(Cc2ccccc2)C(=NCc2cc(OC)c(OC)c(OC)c2)N[C@H]1c1cccc(F)c1	7	-10	0.8	8	-1	-7	101	.	0.7	-4
Cc1ccc(C(=O)NC(N(C)C)C(Cl)(Cl)Cl)cc1 (stereo not drawn)	0	1	-0.1	-6	-4	-6	104	.	1.5	-10
Cc1ccccc1N1CCN(C2CCCN(C(=O)c3csc(C(C)C)n3)C2)CC1 (stereo not drawn)	-1	-9	-2.6	-4	-5	3	122	-3	-1.9	10
COc1ccccc1OCC(=O)Nc1cccc(N(C)S(C)(=O)=O)c1	-2	2	-0.6	4	1	-4	97	.	1.4	-7
CCOc1ccc(OCC)c(NC(=O)C2CCCN(S(=O)(=O)c3ccc(C)cc3)C2)c1 (stereo not drawn)	-3	3	0.4	26	-1	-1	96	-2	-3.9	19
C#CCOc1c(/C=C\c2nc(O)c([N+](=O)[O-])c(=O)[nH]2)cc(Br)cc1OC	2	-8	0.5	5	-7	-3	117	-2	-1.2	6
COc1cccc(NC(=O)COc2cccc(-n3cnnn3)c2)c1	1	0	1.0	-16	-1	-1	105	1	-1.6	9
NC(=O)c1ncn([C@@H]2O[C@H](CN=C3NS(=O)(=O)c4ccccc43)[C@@H](O)[C@H]2O)n1	0	-3	1.3	-4	-4	-1	95	-1	-3.8	18
O=C1N[C@@H](c2ccccc2)COC(=O)[C@@H](Cc2ccc(F)cc2)C/C=C\C[C@H]1CC(=O)N(CCO)Cc1ccccc1	-2	-21	-0.7	8	4	-1	85	-5	-2.0	9
COc1cc2c(cc1OC)C(C)N(C(=O)c1cc3c(C)cc(C)cc3[nH]1)CC2 (stereo not drawn)	2	11	0.9	-15	-7	-5	100	0	-1.0	5
COc1cccc(C=NN2CCCCCC2)c1OC	0	2	0.9	-2	4	-4	91	-3	-1.0	5
COc1ccc(Oc2cc(C(F)(F)F)nc(N(C)C)n2)cc1	0	9	-0.3	18	0	0	106	1	6.1	-30
COC(=O)[C@H]1C[C@@H]1[C@H](NC(=O)c1cc(C)on1)c1ccccc1	3	-2	-1.9	-8	-1	10	.	3	0.1	0
CCc1nc(SCC(=O)Nc2ccccc2C)n[nH]1	1	-5	2.0	-4	-1	-3	94	-1	-1.8	9
Cc1ccc[n+](C(C)C(=O)Nc2ccc([N+](=O)[O-])cc2C)c1 (stereo not drawn)	3	-7	-13	24	4	-7	96	-1	-1.6	8
c1ccc(-c2nc3ccccn3c2NCc2ccc3c(c2)OCO3)cc1	-2	-9	-1.1	1	-4	0	117	.	1.1	-6
CCOc1ccc2oc(C(=O)OCC(=O)N3CCCC(C)C3)c(C)c2c1 (stereo not drawn)	4	-12	-0.5	-2	-5	-1	110	3	0.6	-2
Cc1ccc(C23CCC(=O)N2C(C(=O)O)CS3)c(C)c1 (stereo not drawn)	1	-22	0.8	12	-4	-7	118	0	0.2	-1
O=C(O)CN1C(=O)S/C(=C\c2ccc3c(c2)OCO3)C1=O	2	-1	-0.9	7	-3	-3	.	8	-2.3	11
Cc1ccc(S(=O)(=O)N(C)CCCC(=O)NC(C)(C)CO)cc1	-2	-2	1.9	-24	3	-1	94	-2	-3.0	15
O=C(NCc1ccncc1)c1ccc(N2CCCC2)c([N+](=O)[O-])c1	-1	-15	1.3	11	0	2	96	.	-1.5	8
COc1ccc(CNc2oc(COc3ccccc3Cl)nc2C#N)cc1	-2	-8	0.9	-6	1	3	108	.	0.7	-3
CC(C)(C)C(=O)Nc1ccc(S(=O)(=O)N2CCCC2)cc1	8.5*	-27	-1.1	20	-6	9	112	0	0.1	-1
COc1cccc(C(C(=O)NC2CCCCC2)N(C(=O)CNC(=O)c2ccco2)c2cccnc2)c1 (stereo not drawn)	-6	4	2.1	8	0	-2	.	-1	-2.0	13
O=[N+]([O-])c1cc(F)cc(F)c1Nc1ccc(F)cc1	3	-1	-3.2	26	-6	-5	103	-23	3.2	-16
CCOCCCNC(=S)NC1CC2CCC(C1)N2Cc1ccccc1 (stereo not drawn)	-3	.	-0.6	-14	-1	.	.	1	.	.
COc1ccc(Nc2nc(-c3c[nH]c4ccccc34)cs2)cc1	7	-5	0.5	22	-4	4	113	40*	-1.6	9
CCCNC(=O)c1cc(Cl)c(NC(=O)C2=CSCCO2)cc1OC	4	-8	0.1	-9	-5	-5	97	20	-2.0	10
CSc1ncccc1C(=O)OCC(=O)NC1CCS(=O)(=O)C1 (stereo not drawn)	3	-9	-0.6	-22	-3	-4	107	.	-0.7	4
CN(CC(=O)Nc1ccccc1Cl)C(=O)COC(=O)c1ccccc1[N+](=O)[O-]	-2	-2	0.5	-10	-1	4	100	.	-3.6	20
O=C1CC(SCc2nc3ccccc3[nH]2)C(=O)N1c1cccc(Cl)c1 (stereo not drawn)	-6	-14	0.5	4	-9	3	96	.	-5.0	22
O=C1C2C(C(=O)N1CCN1CCN(Cc3ccc([N+](=O)[O-])cc3)CC1)[C@H]1C=C[C@@H]2C1 (stereo partly drawn)	-5	-3	-5.7	11	-4	-3	116	-1	-1.1	6
COc1ccc(Cl)cc1NC(=O)CN(C)C(=O)c1cccc2cccnc12	-2	-2	-0.2	8	0	-5	.	-1	-2.5	9
Cc1cc(Nc2cccc(Br)c2)c2ccccc2n1	-2	-7	0.2	-2	5	-1	.	-1	-1.2	6
CCOCCCNC(=O)C(NC(=O)Cc1cccs1)c1ccc(Cl)cc1 (stereo not drawn)	-2	11	1.5	34	0	-1	112	-3	-2.8	13
Cc1ccc(S(=O)(=O)Nc2cccc(C(=O)NCc3cccnc3)c2)cc1F	0	-2	-9.6	-1	-5	0	102	-9	0.4	-3
CN(Cc1ccccc1)S(=O)(=O)c1ccc(S(=O)(=O)N(Cc2ccc(F)cc2)C2CCCC2)cc1	7	5	0.2	5	-2	-6	98	.	-1.0	5
COc1cccc(C2c3cc4c(cc3OC(N3CCCC3)C2C)OCO4)c1O (stereo not drawn)	6	-8	-1.1	-1	1	2	89	-5	-1.3	6
CCc1ccc2[nH]c(=O)c(CN(CCCN3CCOCC3)C(=O)Nc3cccc(Cl)c3)cc2c1	5	9	-1.8	6	-2	1	99	-8	-0.7	4
O=C(CN1CCCCC1)NNc1nc(-c2ccccc2)c2cc(Br)ccc2n1	4	3	0.8	48	-2	3	98	0	-0.5	2
Cc1[nH]n(-c2ccccc2)c(=O)c1-c1cccc(Cl)c1	1	-5	-0.8	-4	-1	-2	89	-1	-2.3	13
C#CCOCCOCCOCCNc1nc(N2CCN(C(=O)[C@H](CC(N)=O)n3cc([C@@H](N)CC(N)=O)nn3)CC2)nc(N2CCN(C(=O)[C@H](CC(N)=O)n3cc([C@@H](N)CC(N)=O)nn3)CC2)n1	0	-6	2.0	2	-4	-8	100	1	-1.9	11
O=C(CN(Cc1ccccc1)C(=O)CCC(=O)Nc1nccs1)NCc1ccccc1	3	-8	-1.4	-6	3	-1	117	1	1.0	-8
O=C(NCC(=O)N(Cc1ccco1)C(C(=O)NC1CCCC1)c1cccnc1)c1cccs1 (stereo not drawn)	0	-7	1.4	23	2	1	90	3	-3.1	18
CCOc1ccccc1N(C)C(=O)c1cc2c(=O)n(CC)c3ccccc3c2s1	1	-9	18	17	-4	-2	89	1	-2.5	13
CN(C)CCN(Cc1cc2cc3c(cc2[nH]c1=O)OCO3)C(=S)NCC1CCCO1 (stereo not drawn)	1	-13	0.3	-12	-5	9	111	-1	1.2	-7
